Screening results as filed in PubChem.
HP1b chromo inh = blocks HP1-beta chromodomain binding to methylated histone tails. P83916. AlphaScreen HP1-beta / biotin-H3K9me3 peptide binding. Potency, µM (doses to about 114 µM), for inactives: at the highest dose activity change, negative = inhibition, most hits filed as inhibitors. hit rate 0.56% among 390,000. AID 540317; also: potency is read from the fitted curve at half-maximal effect; nearly all actives have a fitted effect of over 70% in size; inactives centre near 23
Target sequence (P83916 whole entry, looked up): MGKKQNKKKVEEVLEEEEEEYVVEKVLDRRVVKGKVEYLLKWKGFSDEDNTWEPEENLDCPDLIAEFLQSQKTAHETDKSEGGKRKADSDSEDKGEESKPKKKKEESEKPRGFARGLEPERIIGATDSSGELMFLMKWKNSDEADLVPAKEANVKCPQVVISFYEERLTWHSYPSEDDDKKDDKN
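HP1-beta protein (50 nM final) preincubated 30 min at room temperature with biotinylated H3(1-18)K9me3 peptide (50 nM) in PBS pH 7.4, 0.01% Tween-20, then compound added for 30 min. AlphaScreen streptavidin donor/nickel chelate acceptor beads (10 ug/mL final), 30 min dark, luminescence read.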
GLS inh = blocks human kidney-isoform glutaminase activity | O94925 | GLS enzymatic activity, qHTS titration | Potency, µM (doses to about 45.5 µM), without a hit: at the top dose activity change, negative = inhibition, hits mostly inhibitors | hit rate 0.21% among 410,000 | AID 624170; also: potency is read from the fitted curve at half-maximal effect; % is scaled to controls: 0 for no effect and ±100 for the full control effect
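Coupled fluorescence readout: glutamate oxidase/HRP/Amplex Red detect glutamate formed by hKGA from L-glutamine (1 mM solution added). Buffer 45 mM KH2PO4 pH 8.2, 0.02% Tween-20; reads at t0 and 30 min RT.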
JMJD2A Tudor = blocks the human JMJD2A Tudor domain. AlphaScreen JMJD2A-Tudor / H3K4me3 peptide binding. Potency, µM (doses to about 114 µM), for the others: at the top dose activity change, negative = inhibition, most hits filed as inhibitors. hit rate 4.4% among 390,000. AID 504339; also: potency is read from the fitted curve at half-maximal effect; % is scaled to controls: 0 for no effect and ±100 for the full control effect; nearly all actives have a fitted effect of over 50% in size
ERG Ets-DNA blk = inhibitors of human ERG Ets domain-DNA interaction. P11308. fluorescence polarization, His-ERG Ets domain / labelled DNA. Potency, µM (doses to about 76.9 µM), for inactives: at the highest dose FP activity, negative = inhibition, actives largely listed as inhibitors. hit rate 0.028% among 370,000; active = well fitted inhibition curve with a large enough effect in the polarisation, with a control signal flat; inconclusive = small, poorly fitted or top-dose-only effect, or effect the other way, or a change in a side signal; inactive = no such curve, though single readings can be large or run the other way; the % refers to the polarisation;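 also: polarization taken with two DNA probes labelled with fluorescein and Texas red; potency is read from the fitted curve at half-maximal effect; % of control where 0% means no effect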
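His-tagged ERG Ets domain (1 uM in the protein solution; 300mM KCl, 50mM Tris-HCl, 1mM EDTA, 1mM DTT, pH 7.5) received compound, then a probe mix of 5 nM fluorescein-DNA and 100nM Texas-615-DNA. Fluorescence polarization was read for both dyes.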
G9a inh = inhibitors of human histone lysine methyltransferase G9a. Q96KQ7. G9a H3K9 monomethylation, AlphaScreen, 2 h. Potency, µM (top dose mostly 102 µM), for the others: at the top dose activity, negative = inhibition, hits mostly inhibitors. hit rate 8.8% among 350,000. AID 504332; also: potency is read from the fitted curve at half-maximal effect; % is scaled to controls: 0 for no effect and ±100 for the full control effect; nearly all actives have a fitted effect of over 75% in size
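G9a (20 nM) preincubated 15 min RT with compounds, then 500 nM biotinylated H3K9 peptide and 20 uM SAM added; 2 h RT reaction. Monomethyl-H3K9 product detected by AlphaScreen with anti-H3K9me1 antibody, streptavidin donor and anti-rabbit IgG acceptor beads.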
PI4K2A inh = PI4K2A (human) kinase inhibition; AID 1346378; purified PI4K2A, ADP-Glo luminescence, 1 h; hits give low values; activity change, negative = inhibition, % at 76.9 µM; hit rate 0.13% among 420,000; in the data active = activity change below about -50%; inconclusive = mostly about -30% to -49%;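 also: -100% = wells without enzyme as full effect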
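Compounds are screened against recombinant PI4K2A using PI as substrate and ATP, the latter dispensed at 300 microM. Reactions run one hour at ambient temperature before ADP-Glo detection; full inhibition defined by wells lacking enzyme.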
12-LOX inh = blocks human arachidonate 12S-lipoxygenase; P18054; purified 12hLO, xylenol orange hydroperoxide absorbance; Potency, µM (series often up to 108 µM), without a hit: at the highest dose activity change, negative = inhibition, most hits filed as inhibitors; hit rate 1.1% among 580,000; AID 1671190; also: potency is read from the fitted curve at half-maximal effect; % is scaled to controls: 0 for no effect and ±100 for the full control effect
Target sequence (P18054 whole entry, looked up): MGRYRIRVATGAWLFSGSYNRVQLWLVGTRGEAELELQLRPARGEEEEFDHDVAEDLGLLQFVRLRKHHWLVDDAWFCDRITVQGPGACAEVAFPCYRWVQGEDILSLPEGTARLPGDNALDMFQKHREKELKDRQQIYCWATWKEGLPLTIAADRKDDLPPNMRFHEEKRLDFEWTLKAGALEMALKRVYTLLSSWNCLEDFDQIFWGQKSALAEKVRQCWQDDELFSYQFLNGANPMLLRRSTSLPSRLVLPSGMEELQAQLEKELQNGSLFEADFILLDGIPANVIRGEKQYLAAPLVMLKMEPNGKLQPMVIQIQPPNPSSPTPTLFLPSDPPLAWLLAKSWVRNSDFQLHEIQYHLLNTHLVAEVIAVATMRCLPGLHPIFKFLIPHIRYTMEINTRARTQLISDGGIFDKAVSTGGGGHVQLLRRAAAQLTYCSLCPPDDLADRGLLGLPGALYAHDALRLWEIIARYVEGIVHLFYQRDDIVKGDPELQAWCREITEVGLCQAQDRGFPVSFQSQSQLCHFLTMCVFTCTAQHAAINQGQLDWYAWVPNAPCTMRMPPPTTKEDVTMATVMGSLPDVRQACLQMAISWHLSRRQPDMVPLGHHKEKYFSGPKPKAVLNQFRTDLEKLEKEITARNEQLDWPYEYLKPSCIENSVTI
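Purified human 12hLO at 150 nM in 25 mM Hepes, 0.01% Triton X-100, pH 7.0, preincubated 15 min at room temperature with compound. Reaction started with 40 uM arachidonic acid, 30 min at room temperature. Hydroperoxide measured by Fe-xylenol orange, 573/405 nm absorbance ratio.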
BAZ2B block = BAZ2B (human) inhibition. Q9UIF8. AlphaScreen BAZ2B-H3K14Ac peptide displacement. Potency, µM (highest dose often 114 µM), for the others: at the top dose activity change, negative = inhibition, usual class: inhibitors. hit rate 4.4% among 360,000. AID 504333; also: potency is read from the fitted curve at half-maximal effect; % is scaled to controls: 0 for no effect and ±100 for the full control effect; nearly all actives have a fitted effect of over 60% in size
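In this displacement format the biotinylated H3(5-23) peptide acetylated at Lys14 serves as ligand at 50 nM, with BAZ2B at 50 nM in PBS pH 7.4 containing 0.01% Tween-20. Donor and acceptor beads are 10 ug/mL final.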
RGS4 inhibitor = human RGS4 inhibition | Potency, µM (doses to about 114 µM), without a hit: at the highest dose activity change, negative = inhibition, usual class: inhibitors | Transcreener GDP fluorescence polarization, RGS4-accelerated GTP hydrolysis | P49798 | hit rate 0.039% among 390,000; also: potency is read from the fitted curve at half-maximal effect; % is scaled to controls: 0 for no effect and ±100 for the full control effect; nearly all actives have a fitted effect of over 75% in size; some results filed as inactive show a strong effect at the top dose
Target sequence (P49798 whole entry, looked up): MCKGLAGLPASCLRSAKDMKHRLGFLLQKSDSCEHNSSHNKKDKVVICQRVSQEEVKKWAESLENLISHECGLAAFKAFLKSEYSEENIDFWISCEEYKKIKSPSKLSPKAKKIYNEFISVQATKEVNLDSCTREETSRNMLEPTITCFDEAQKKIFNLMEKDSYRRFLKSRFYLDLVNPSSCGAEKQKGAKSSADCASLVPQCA
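MLSMR compounds (23 nl, pin-transferred) preincubated 10 min at room temperature with a 500nM (2x) first reagent, then RGS4 at 900nM (2x) plus Transcreener GDP mix added; fluorescence polarization (620/688 nm) read before and after 90 min at 30 °C.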
Starred values were filed as active, the others as inactive; ? = inconclusive; . = not tested or not shown; & = joins results of further samples; [ ] = another dose, or the depositor's remark. Unless noted, calls follow the shape of the dose curve; as a rule, active = well fitted curve in the direction sought with a large enough effect; inconclusive = small, poorly fitted or top-dose-only effect, or another doubt; inactive = no such curve, though single readings can be large; an effect the other way counts as inactive or inconclusive. This is a subset; rates above refer to the full screens.

SMILES	HP1b chromo inh	GLS inh	JMJD2A Tudor	ERG Ets-DNA blk	G9a inh	PI4K2A inh	12-LOX inh	BAZ2B block	RGS4 inhibitor
COc1ccc(NC(=O)COc2ccccc2F)cc1S(=O)(=O)N1CCCCC1	11%	13%	-14%	15%	.	-4	?	-16%	-29%
Cc1cccc2c(=O)c(C(=O)NCCCN3CCOCC3)c[nH]c12	9%	2%	-6%	-3%	25%[59 µM]	6	-4%	-5%	1%
Cc1ccc(Nc2c(-c3ccc(N(C)C)cc3)nc3nc[nH]n23)cc1	?	5%	?	-1%	2.5µM*	-11	-18%	?	-5%
COc1ccccc1NC(=O)c1cc2ccc3cccnc3c2[nH]1	26%	0%	-15%	-6%	-5%[59 µM]	0	-7%	5%	-6%
Cc1ccc(-n2c(=O)c3cccnc3n2CC(=O)Nc2cc(C)cc(C)c2)cc1	27%	8%	20%	8%	15%[59 µM]	0	?	14%	15%
COc1ccc(-n2cc(CN(C)C(C)c3ccncn3)c(-c3cccc(F)c3)n2)cc1 (stereo not drawn)	71%[activator]	6%	-16%	1%	.	2	-7%	0%	-19%
Cc1cc2c(cc1C)C(c1ccccc1Br)CC(=O)N2 (stereo not drawn)	30%	-6%	-6%	-1%	5%[59 µM]	0	-13%	2%	1%
COc1cc(NC(=O)COc2ccc(Br)cc2)ccc1NC(=O)C(C)C	0%	1%	-3%	-6%	3%	1	44%[activator]	-21%	32%
CCCc1nnc(SCC(=O)N2CCOCC2)n1CCCOC	-8%	-8%	-12%[11.4 µM]	12%	3%	1	-7%	-4%	-25%[11.4 µM]
CCOc1ccc(CCNC(=O)c2nc(-c3cccc(F)c3)n3c2CCCCC3)cc1OCC	?	3%	50µM*	1%	28µM*	6	-4%	18µM*	0%
COc1ccc(NC(=O)C(Cc2ccccc2)NS(=O)(=O)c2ccc3c(c2)oc(=O)n3C)c(OC)c1 (stereo not drawn)	66%[activator]	-1%	5%	-15%	21%[59 µM]	0	-28%	3%	-20%
CCOCCCNC(=S)Nc1ccc2nc(N3CCOCC3)cc(C)c2c1	29%	4%	-5%	0%	?	5	-24%	-12%	-12%
COc1ccccc1NC(=O)C1CCCN(S(=O)(=O)c2ccc3[nH]c(=O)ccc3c2)C1 (stereo not drawn)	36%	1%	-8%	-3%	21%	6	-6%	-32%	-8%
Cc1cccc(C(=O)NCCc2nnc(SCC(=O)Nc3cccc(C(=O)O)c3)n2C)c1	20%	0%	-8%	-6%	8%[0.501 µM]	1	?	-9%	10%
O=C(NC1CCN(Cc2ccc(F)cc2)CC1)c1ccccc1	15%	1%	-16%	-6%	-5%	1	-11%	10%	-5%
O=C(COc1ccccc1)NCCc1cn2ccsc2n1	30%	-2%	-13%	1%	-18%	-1	30%[activator]	0%	14%
Cc1ccc(NC(=O)Cn2cncc2-c2ccc([N+](=O)[O-])cc2)cc1C	12%	0%	-24%	-1%	-19%[59 µM]	-5	?	?	-15%
CN(C)S(=O)(=O)c1cccc(NC(=O)CNC2CCCCC2)c1	?	3%	22µM*	-1%	50µM*	5	-35%	?	-7%
CC(=O)Nc1c2c(nn1-c1ccccc1)CSC2	13%[57 µM]	20%	-9%	-7%	15%[59 µM]	1	-12%	-12%	7%
Clc1cccc(C[n+]2cc(-c3ccccc3)n3c2CCC3)c1	27%	-3%	-4%	70%[activator]	5%[59 µM]	-5	7%	4%	-1%
COc1ccc(C)cc1NC(=O)CN1CCCN(S(=O)(=O)c2ccc(Br)cc2)CC1	-5%&53%	11%&-7%	-19%&-24%	4%&7%	21%[59 µM]	0&-16	-5%&-11%	-2%&1%	-17%&-17%
C=CCNC(=O)C1CCN(c2cnccn2)CC1	51%[activator]	2%	-3%	11%	17%	1	0%	6%	-3%
O=C(CCn1c(=O)c2ccccc2n(CC(=O)NC2CCCC2)c1=O)NCCc1ccc(Cl)cc1	13%	6%	2%	-1%	-3%[59 µM]	-1	-34%	-2%	-9%
Cc1ccc(C(=O)CSc2nnc3c4ccccc4nc(Cc4ccccc4)n23)cc1	39%[activator]	10%	8%	-8%	-2%	2	-1%	6%	5%
CN(/N=C/c1ccc(N(C)C)cc1)C1=NS(=O)(=O)c2ccccc21	16%[57 µM]	6%	-10%	-5%	14%	8	-22%	3%	31%

3 of the entries above in order of their number in RGS4 inhibitor, largest number first.
| molecule | RGS4 inhibitor |
| --- | --- |
| COc1ccccc1NC(=O)c1cc2ccc3cccnc3c2[nH]1 | -6% |
| CCOCCCNC(=S)Nc1ccc2nc(N3CCOCC3)cc(C)c2c1 | -12% |
| COc1ccc(NC(=O)C(Cc2ccccc2)NS(=O)(=O)c2ccc3c(c2)oc(=O)n3C)c(OC)c1 (stereo not drawn) | -20% |

Next records.
SMILES	HP1b chromo inh	GLS inh	JMJD2A Tudor	ERG Ets-DNA blk	G9a inh	PI4K2A inh	12-LOX inh	BAZ2B block	RGS4 inhibitor
COC(=O)c1sccc1NC(=O)c1ccncc1	25%	0%	0%	0%	2%	-3	6%	13%	-13%
Cc1cc(S(=O)(=O)N2CCN(c3ccccc3F)CC2)ccc1-n1cnnn1	27%	-5%	-13%	7%	50µM*	-2	-2%	?	20%
CCCSc1ncc(Cl)c(C(=O)N(Cc2ccc(N(C)C)cc2)C2CCS(=O)(=O)C2)n1 (stereo not drawn)	-7%	7%	56µM*	-1%	?	4	-23%	22µM*	29%
COc1ccccc1CNC(=O)c1cc2cc3ccc(Cl)cc3nc2o1	1%	-10%	-15%	0%	-23%[59 µM]	-1	-8%	.	8%
O=C(Nc1nnc(-c2ccccc2)o1)C1CCCCC1	42%[activator]	0%	-16%	-1%	?	-5	3%	-3%	-11%
CN1C[C@@H]2[C@@H]3C(=O)N(C)C(=O)[C@@H]3[C@](Cc3ccccc3)(C1=O)N2C(=O)c1ccccc1	31%	-2%	-20%	1%	.	0	-11%	.	5%
COc1ccc(C(=O)CSc2nnc(-c3cc(C)on3)o2)cc1	6%	2%	-34%	-1%	20%[59 µM]	-3	-4%	-28%	5%
COc1ccc(Nc2sc(C(=O)c3ccccc3)c(N)c2C(=O)Nc2cc(C)ccc2C)c(OC)c1	?	19%	?	5%	-49%[59 µM]	-4	-2%	-37%	-12%
CCCN(CCC)CCNC(=O)C1c2ccccc2C(=O)N2CCc3ccccc3C12 (stereo not drawn)	42%[activator]	-2%	-2%	6%	21%[59 µM]	-6	11%	-19%	33%
CCN(CC)CCCNc1oc(/C=C/c2ccc(OC)c(OC)c2)nc1C#N	17%	6%	-15%	6%	-8%[59 µM]	-5	-22%	-2%	4%
CC(=O)c1sc(-c2ccc(F)cc2)cc1NS(=O)(=O)c1ccc(C)cc1	47%[activator]	-2%	0%	-4%	31%[59 µM]	-1	8%	-14%	-1%
S=C(Nc1cccnc1)N1CCCCC1	45%[activator]	1%	-16%	-7%	2%	3	-2%	-14%	-10%
Cc1ccc(-n2c(=O)c3c(c4cc(C)ccc4n3C)n(CC(=O)N3CCCC3)c2=O)cc1	6%	1%	-13%	3%	-17%[59 µM]	0	-23%	-3%	7%
O=C(O)CCn1c(=O)sc2ccccc21	16%	-18%	-17%	9%	12%[2.33 µM]	7	-17%	-3%	28%
CCc1ccc2[nH]c(=O)c(CN(Cc3nnnn3C3CCCC3)C3CCCCC3)cc2c1	11%	-7%	-31%	.	-9%[59 µM]	-10	-14%	-5%	-4%
COCc1nnc(NC(=O)CCC2CCCCC2)s1	-9%	8%	1%	1%	?	-2	0%	1%	-17%
Cc1nnc(N/N=C/c2ccc([N+](=O)[O-])cc2)n1N	14%	?	-12%	-2%	22%	-19	5%	?	5%
N#Cc1ccc(CSc2ccccn2)c(Cl)c1	83%[activator]	-1%	62%[activator]	1%	114%[activator]	-3	121%[activator]	63%[activator]	21%
Cc1c(C)c2ccc(O)c(CN3CCN(C)CC3)c2oc1=O	18%	27%	-14%	-13%	?	7	1%	0%	6%
COc1cccc(C(=O)Nc2cc([N+](=O)[O-])ccc2N2CCN(C)CC2)c1	-2%	1%	-22%	1%	-10%[2.33 µM]	3	11%	-4%	-41%
Fc1ccccc1Cn1nnc(-c2ccc3c(c2)OCO3)n1	44%[activator]	-2%	68%[activator]	0%	-3%[59 µM]	-6	?	91%[activator]	4%
CCOC(=O)C1=C(C)N=c2s/c(=C\c3cccc(OCC(=O)O)c3)c(=O)n2C1c1ccccc1OC (stereo not drawn)	-14%	?	?	8%	40µM*	-5	3%	50µM*	-34%
O=C1OC(/C=C/c2ccccc2)=NC/1=C/c1ccco1	-6%	-10%	-22%	5%	-6%[59 µM]	-1	?	-3%	-42%
Cc1ccc(CCNC(=O)CCN2N=C(c3ccc(C)cc3)CCC2=O)cc1	36%[activator]	8%	-19%	-2%	-5%[59 µM]	2	-20%	8%	21%
COc1ccc2c(c1OC)CN1CCc3cc4c(cc3[C@@H]1[C@@H]2O)OCO4	4%	19%	-30%	8%	-7%	-1	-4%	-29%	2%
COC(=O)CCn1nnc(-c2ccc(C(C)C)cc2)n1	40%[activator]	7%	15%	10%	?	9	-4%	154%[activator]	-18%
Cc1ccccc1CN1CCc2c(OCC(=O)N3CCCc4ccccc43)cccc2C1=O	3%	3%	-24%	2%	?	3	?	-21%	-9%
